Source: PubChem (The Scripps Research Institute Molecular Screening Center)
MITF inh – human MITF inhibition, primary screen | inhibition, % at 2.6 µM | 0.91% of 650,000 active | O75030 | AlphaScreen MITF homodimerization, bead proximity signal | AID 1259374; in the data active means inhibition above about 50%;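 further: 0% = vehicle wells with protein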
Target sequence (O75030 whole entry, looked up): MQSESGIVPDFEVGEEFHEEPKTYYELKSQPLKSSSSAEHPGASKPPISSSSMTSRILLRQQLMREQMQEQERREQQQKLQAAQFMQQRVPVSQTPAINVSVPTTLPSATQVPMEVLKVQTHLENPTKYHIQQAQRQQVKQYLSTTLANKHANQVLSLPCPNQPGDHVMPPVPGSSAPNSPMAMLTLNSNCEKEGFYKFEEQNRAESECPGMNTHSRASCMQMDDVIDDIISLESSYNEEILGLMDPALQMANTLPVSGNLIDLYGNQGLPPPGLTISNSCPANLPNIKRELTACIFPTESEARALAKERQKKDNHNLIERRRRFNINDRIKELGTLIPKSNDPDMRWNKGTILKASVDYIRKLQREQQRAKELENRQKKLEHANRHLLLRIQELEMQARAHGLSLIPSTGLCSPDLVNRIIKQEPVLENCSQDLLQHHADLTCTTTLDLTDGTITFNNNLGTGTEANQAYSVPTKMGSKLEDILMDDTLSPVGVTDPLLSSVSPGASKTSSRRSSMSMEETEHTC
GPR151 activ – activators of human GPR151. Q8TDV0. PathHunter beta-arrestin GPR151 cells, luminescence. activation, % at 11.2 µM. 1% of 650,000 active; in the data active means activation above about 4.9%;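 further: 0% = median of compound wells and 100% = cells with positive control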
Target sequence (Q8TDV0 whole entry, looked up): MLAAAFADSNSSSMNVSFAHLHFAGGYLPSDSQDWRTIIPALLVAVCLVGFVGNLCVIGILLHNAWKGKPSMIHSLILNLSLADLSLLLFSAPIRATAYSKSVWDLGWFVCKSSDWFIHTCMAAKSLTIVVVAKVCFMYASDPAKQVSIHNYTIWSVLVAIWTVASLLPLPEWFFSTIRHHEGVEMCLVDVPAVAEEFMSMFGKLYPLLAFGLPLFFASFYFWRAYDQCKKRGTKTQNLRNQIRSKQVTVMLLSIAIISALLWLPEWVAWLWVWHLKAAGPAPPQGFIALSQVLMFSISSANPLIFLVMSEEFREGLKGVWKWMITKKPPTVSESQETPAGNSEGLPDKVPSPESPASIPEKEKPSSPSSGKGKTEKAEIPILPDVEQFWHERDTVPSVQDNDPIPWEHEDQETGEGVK
FBW7 activator – activators of human E3 ligase FBW7; AlphaScreen FBW7–phospho-cyclin E peptide binding, activator screen; AID 1259310; Q969H0; normalized activity (activation), % at 26.1 µM; 0.13% of 650,000 active; in the data active means normalized activity above about 1.9%;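 further: purified mutant Fbw7 with reduced substrate affinity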
TEAD-YAP block – TEAD-YAP interaction inhibition; inhibition, % at 9.12 µM; 1.4% of 640,000 active; HEK-TIYL cells, TEAD-Gal4/YAP UAS-luciferase luminescence; in the data active means inhibition above about 32%;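 further: 0% = median of test compound wells and 100% = reference inhibitor wells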
* = called active by the depositor.

Below each compound: MITF inh	GPR151 activ	FBW7 activator	TEAD-YAP block
COc1ccc(CN2CCc3nnc(CNC(=O)c4ccccc4)n3CC2)cc1
    6	0.2	0.0	10
c1ccc(Sc2ccc(-c3[nH]c(-c4cccc5ccccc45)nc3-c3ccccc3)cc2)cc1
    3	-0.9	0.1	6
CCOc1ccc(CCNC(=O)c2cc([N+](=O)[O-])ccc2Cl)cc1OCC
    16	0.0	0.6	39*
Cc1ccc(O)c(NC(=O)c2cc(-c3cccs3)on2)c1
    7	-0.2	-0.1	-59
Cc1ccc(C)c(S(=O)(=O)Nc2ccc3c4c(cc(=O)n3C)-c3ccccc3C(=O)c24)c1
    14	-0.5	0.1	6
O=S(=O)(c1cccc(F)c1)N1CCC(Oc2cccc(-c3cccnc3)c2)CC1
    1	-1.3	0.0	9
Cc1ccc(S(=O)(=O)N(C)CC(=O)O/N=C(\N)c2cccc(Br)c2)cc1
    -11	0.6	-0.3	3
CCCCC(C(=O)OCC(=O)c1ccc(C)cc1)N1C(=O)c2ccccc2C1=O (stereo unspecified)
    4	-0.8	-0.2	8
CN(C)c1nc2c(=O)[nH]c(N)nc2n1COCCO
    -5	1.9	0.0	4
Cc1noc(C)c1C(=O)N1CCOc2ccc(C(O)C3CCCCC3)cc2C1 (stereo unspecified)
    11	0.3	0.0	-6
Clc1cccc(-n2cc(-c3ccccc3)c3c(N4CCC(Cc5ccccc5)CC4)ncnc32)c1
    -1	0.2	-0.2	-10
COc1ccc(/C=N/N2CCN(C)CC2)cc1OC
    -10	-0.7	0.2	-13
O=C1c2ccccc2-c2onc3c(N4CCOCC4)cc(Nc4cccc(F)c4)c1c23
    32	0.6	-1.2	13
CNC(=O)Cc1nnc(-c2ccc(C)cc2)o1
    -1	-1.9	-0.1	-3
O=C(CCl)NC(=O)c1ccccc1Cl
    -11	-0.5	0.2	0
C=CC(=O)NC(NC(=O)C=C)c1ccc(Cl)cc1
    20	-0.3	0.1	0
O=C(NCC1CC(Cc2ccc(F)cc2)=NO1)c1n[nH]c2c1CCC2 (stereo unspecified)
    -9	0.1	0.1	7
CC1CCc2c(sc3ncn(Cc4ccc([N+](=O)[O-])cc4)c(=O)c23)C1 (stereo unspecified)
    16	-1.8	-0.2	7
O=C(Nc1cccc(N2CCC(NCCn3ccc4ccccc43)CC2)c1)C1CC1
    19	-1.1	-0.2	8
CCC1=NN(C(=O)c2ccccc2[N+](=O)[O-])C(O)(c2ccc(OC)cc2)C1 (stereo unspecified)
    -2	1.1	-0.2	-6
COc1ccc(C(=O)N2c3cc4c(cc3C(C)=CC2(C)C)OCO4)cc1
    13	0.0	-0.3	10
NS(=O)(=O)c1ccc(NC(=O)C2(c3ccccc3)CCCC2)cc1
    0	2.2	0.0	-3
c1csc(Cn2nnnc2CN2CCN(C3CCCC3)CC2)c1
    12	-0.1	-0.1	6
CS(=O)(=O)N1CCc2nc(-c3ccccn3)nc(N3CCCC3)c2C1
    7	4.2	-0.7	2
COc1cc([N+](=O)[O-])c(OC)cc1SCC(=O)NNC(=O)c1c(F)cccc1F
    7	-1.1	0.3	6
COc1cc(OC)cc(C(=O)NC2CC(C)(C)NC(C)(C)C2)c1
    -9	-1.8	0.0	-5
COc1cc(-c2nc3ccccc3c(=O)n2CC(=O)C(C)(C)C)cc(OC)c1OC
    5	1.1	0.1	-16
O=C(Nc1ccc(-n2cnnn2)cc1)C1CCCN1C(=O)Nc1ccccc1Cl (stereo unspecified)
    5	0.9	0.0	2
Cc1c(C(=O)NCCN2CCOCC2)sc2ncnc(N3CCN(c4ccccn4)CC3)c12
    -4	2.5	0.5	4
O=C1CN(C(=O)c2c(F)cccc2F)C(c2ccccc2)c2cc(F)ccc2N1 (stereo unspecified)
    14	0.5	0.0	7

By substructure, those above with fluorine
Below each compound: MITF inh	GPR151 activ	FBW7 activator	TEAD-YAP block
O=S(=O)(c1cccc(F)c1)N1CCC(Oc2cccc(-c3cccnc3)c2)CC1
    1	-1.3	0.0	9
O=C1c2ccccc2-c2onc3c(N4CCOCC4)cc(Nc4cccc(F)c4)c1c23
    32	0.6	-1.2	13
O=C(NCC1CC(Cc2ccc(F)cc2)=NO1)c1n[nH]c2c1CCC2 (stereo unspecified)
    -9	0.1	0.1	7
COc1cc([N+](=O)[O-])c(OC)cc1SCC(=O)NNC(=O)c1c(F)cccc1F
    7	-1.1	0.3	6
O=C1CN(C(=O)c2c(F)cccc2F)C(c2ccccc2)c2cc(F)ccc2N1 (stereo unspecified)
    14	0.5	0.0	7

The list continues.
Below each compound: MITF inh	GPR151 activ	FBW7 activator	TEAD-YAP block
CCN(c1ccccc1)S(=O)(=O)c1ccc(F)c(C(=O)Nc2ccc(OC)cc2)c1
    14	8.7*	0.2	5
O=S(=O)(NC1CCCCC1)c1ccc2c(c1)OCCCO2
    7	-0.1	0.0	-14
COc1ccc(N2CCN(/C(=C\C#N)c3cccc([N+](=O)[O-])c3)CC2)cc1
    12	-1.6	0.9	10
CCOc1cccc(C2Nc3ccccc3NC3=C2C(=O)CC(c2ccc(Cl)cc2)C3)c1 (stereo unspecified)
    0	-1.0	0.0	7
COc1ccc(/C=N/NC(=O)C(=O)Nc2ccc(OC)c(Cl)c2)cc1
    6	0.5	0.4	2
CSc1nnc(CCNS(=O)(=O)c2cccc(Cl)c2C)n1C
    5	-1.0	1.5	6
CCOc1ccc(Nc2nc(-c3ccc([N+](=O)[O-])cc3)nc3ccccc23)cc1
    -9	-1.2	0.2	3
CCOC(=O)c1c(NC(=O)/C(C#N)=C\c2ccc(OC)c(OC)c2)sc(C)c1C
    1	1.3	0.3	10
COc1cc2[nH]c(=O)c(C(=O)NCCN3CCOCC3)c(O)c2cc1OC
    12	1.9	-0.9	-1
CCC(=O)c1ccccc1NN1c2ccccc2C(=O)C1(C)OC (stereo unspecified)
    -11	-0.1	-0.1	-3
Cc1ccc(C(c2nnnn2CC2CCCO2)N2CCN(Cc3ccccc3)CC2)cc1 (stereo unspecified)
    15	1.0	0.1	9
COC(CN(C)C(=O)C1CCCN(S(=O)(=O)c2cccc3nsnc23)C1)OC (stereo unspecified)
    22	-1.6	0.1	9
CCOC(=O)CNC(=S)N1CCN(c2ccc3nnc(-c4ccc(F)cc4)n3n2)CC1
    10	2.8	0.0	13
CCc1ccccc1Nc1nc(N)nc(COc2ccccc2F)n1
    8	2.6	0.1	-10
O=C1S/C(=C\c2cccs2)C(=O)N1CCN/C=C/C(=O)C(F)(F)F
    4	-0.3	-0.1	12

Other entries:
structure,MITF inh,GPR151 activ,FBW7 activator,TEAD-YAP block
Cn1c(=O)n(C)c2cc(N=Cc3ccc(Br)c([N+](=O)[O-])c3)ccc21,-3,-0.8,0.0,11
CCOC(=O)c1c(C)oc2cc(Br)c(OC)c(Br)c12,-2,-1.4,0.1,-3
COc1ccc(OC)c(C2NC(=S)NC(C)=C2C(=O)Nc2ccccc2C)c1 (stereo unspecified),18,-0.8,0.2,5
O=C1CC(NCCCc2ccccc2)C(=O)N1c1ccc(Cl)cc1 (stereo unspecified),8,-0.1,0.0,6
CC1=C(C(=O)OC(C)C)C(c2cn(-c3ccccc3)nc2-c2ccc(Cl)cc2)NC(=O)N1C (stereo unspecified),-8,0.3,0.0,-6
CC(=O)N1CCSc2cc(S(=O)(=O)Nc3ccc(Cl)cc3F)ccc21,4,0.8,0.0,6
Cc1ccc(S(=O)(=O)N(C)CC(=O)NC(C)(C)C)cc1,-14,1.2,0.0,0
CN=C(Nc1ccc(C(=O)OC)s1)c1ccc(Cl)cc1,2,-0.2,-0.1,-22
Cc1cccc2nc(-c3ccc(F)cc3)c(-c3ccc(F)cc3)nc12,-18,1.1,-0.1,3
O=C(CCNS(=O)(=O)c1ccc(Cl)cc1)NCCC1=CCCCC1,0,-1.2,-0.1,9
Cc1cc(-n2cnnn2)c([N+](=O)[O-])cc1C,7,1.0,-0.2,7
COc1ccc(CNC(=O)[C@H]2C[C@@H](c3ccc(OC)c(OC)c3)NS(=O)(=O)N2C)cc1,3,0.0,1.0,-1
NC(=O)CSc1cn(CC(=O)N2CCCCC2)c2ccccc12,-7,2.0,-0.2,3
O=C(NCCc1ccc(Cl)cc1)c1ccc(Cn2c(=S)[nH]c3cc4c(cc3c2=O)OCO4)cc1,4,-1.1,-0.1,3
CCOP(=O)(C=C1C=C(C(C)(C)C)C(=O)C(C(C)(C)C)=C1)OCC,-4,-0.6,0.0,5
O=C(C(O)c1ccccc1)N1N=C2CCCCC2C1(O)C(F)(F)F (stereo unspecified),16,-2.0,0.1,-1
COC(=O)c1c(NC(=O)c2nn3c(C(F)(F)F)cc(-c4cccs4)nc3c2Cl)sc2c1CCC(C)C2 (stereo unspecified),6,0.1,-0.1,-5
COCCCNC(=O)c1c[nH]c2ccc(S(=O)(=O)N(C)c3cccc(C)c3)cc2c1=O,-16,0.5,0.2,29
CCOc1cc(C(=O)CCC(=O)OCC(=O)N2CCc3ccccc32)ccc1O,4,1.5,-0.1,1
Cc1ccc(-n2nc3c(c2NC(=O)c2c(F)cccc2Cl)CS(=O)(=O)C3)cc1,-3,2.2,-0.2,-12
Cc1ccc(-n2cc(-c3ccccc3)c3c(N(C)C4CCCCC4)ncnc32)cc1,9,0.6,0.2,-7
CC1=C(C(=O)OCc2ccccc2)C(c2cccc(Br)c2)C2=C(CC(C)(C)CC2=O)N1 (stereo unspecified),-2,-1.2,0.0,-6
COc1ccc(S(=O)(=O)Nc2ccc(F)cc2)cc1Cl,3,-0.5,0.2,-2
O=S(=O)(c1ccc(-c2csc(Nc3ccc4c(c3)OCO4)n2)cc1)N1CCCC1,6,1.1,0.0,-8
Cc1c(C(=O)N2CCc3ccccc32)sc2nc3n(c(=O)c12)CCCC3,3,3.8,-0.2,5
Cc1ccc(-c2nc3ccc(Cl)cc3nc2-c2ccc(C)cc2)cc1,-12,1.0,-0.2,-6
CCOC(=O)CNC(=O)CCNS(=O)(=O)c1ccc2c(c1)c(=O)n(C)c(=O)n2C,5,-0.7,-0.1,1
CCCN(CCC)CCCNS(=O)(=O)c1ccc2c(c1)CCN2C(=O)C1CCC1,2,2.1,0.0,9
Cc1ccc(C(=O)c2ccc(N3CCOCC3)c(F)c2)cc1,-4,0.4,-0.1,-20
CCCCCCCC1=NN2C(=N)/C(=C/c3ccccc3)C(=O)N=C2S1,18,0.1,0.2,-10
Cc1cc(NC(=O)/C=C/C(=O)N(CC(=O)NC2CCCC2)c2cccc3ccccc23)no1,13,-0.8,0.8,-10
O=C(CCS(=O)(=O)c1cc2c(cc1Cl)NC(=O)CO2)Nc1ccc(F)cc1F,7,5.5*,0.1,-3
CCOc1ccc(C(=O)Nc2ccc(-c3cn4ccsc4n3)cc2)cc1OCC,-3,0.4,0.1,10
COc1ccc(-c2cnc(SCC(=O)NCc3ccc(C)cc3)[nH]2)cc1,8,0.4,0.4,5
O=C(OCc1nnc(-c2ccccc2)o1)c1ccc(N2CCOCC2)c([N+](=O)[O-])c1,12,-2.5,0.1,5
Cc1ccccc1NC(=O)c1cc(S(=O)(=O)N2CCOCC2)cs1,-5,0.2,0.1,-2
CCN(CC)CCN1C(=O)C(=O)/C(=C(\O)c2ccc(Cl)cc2)C1c1ccc(OC)cc1 (stereo unspecified),11,-1.2,0.1,6
COc1ccc(Nc2cc(C(=O)O)c3ccccc3n2)cc1OC,-2,-0.7,0.1,-5
CC(=O)c1cccc(NC(=O)N2CCc3ccccc3C2)c1,13,-2.2,0.1,-30
CCC1CCCCN1CCCN1C(=O)C2C(C(=O)Nc3ccc(C)c(C)c3)C3C=CC2(O3)C1C(=O)NC1CCCCC1 (stereo unspecified),23,0.3,0.5,10
CC(=O)c1cccc(NC(=O)N(CCN(C)C)C2CCN(CCc3cccs3)CC2)c1,-6,-0.3,-0.1,4
COc1cccc(-c2ocnc2C(=O)NCCCn2ccnc2)c1,-3,1.6,0.0,12
N#Cc1ccc(Cn2nc(NS(=O)(=O)c3cccs3)c3ccccc32)cc1,-4,-1.2,-0.3,3
COc1ccc(CNC(=O)c2cnc3n(c2=O)CCS3)cc1,-1,-1.8,0.8,4
